# Screening data as filed in PubChem BioAssay.
# RAD54 branch – inhibitors of human RAD54 branch migration, primary screen, biochemical, fluorescence, single point; actives 0.14% (n = 360,000); RAD54 Holliday junction branch migration, FAM/BHQ fluorescence; inhibition, % at 10.4 µM; DNA repair and recombination protein RAD54-like (Homo sapiens), Q92698;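 active = mean normalized replicate activity at least 40 and at least half of replicates scoring 40 or more; inconclusive = only one of the two criteria met; inactive = mean below 40 and under half of replicates reaching 40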;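 also: 0% = median of neutral control wells and 100% = median of positive control wells; inhibitors cause a drop in the FAM fluorescence signal; in these data hits start at about 50%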
# E-selectin induc – E-selectin induction in HUVECs, primary screen, imaging, HUVEC, immunofluorescence imaging, single point | activation, % at 7.58 µM | actives 0.37% (n = 260,000) | normalized: neutral wells 0, TNF-alpha wells 100 | P16581;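 active = mean E-selectin-positive cell signal at least 10% of the positive control, reached in at least 60% of replicates, without over 20% cell loss; inconclusive = no rule given, readout overlaps actives, possibly toxicity-flagged; inactive = the rest, including those meeting only one limit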;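 also: in these data hits start at about 27%; measured in HUVEC primary endothelial cells; signal is the percent of cells scored E-selectin positive by PE staining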
# Target sequence (P16581 whole entry, looked up): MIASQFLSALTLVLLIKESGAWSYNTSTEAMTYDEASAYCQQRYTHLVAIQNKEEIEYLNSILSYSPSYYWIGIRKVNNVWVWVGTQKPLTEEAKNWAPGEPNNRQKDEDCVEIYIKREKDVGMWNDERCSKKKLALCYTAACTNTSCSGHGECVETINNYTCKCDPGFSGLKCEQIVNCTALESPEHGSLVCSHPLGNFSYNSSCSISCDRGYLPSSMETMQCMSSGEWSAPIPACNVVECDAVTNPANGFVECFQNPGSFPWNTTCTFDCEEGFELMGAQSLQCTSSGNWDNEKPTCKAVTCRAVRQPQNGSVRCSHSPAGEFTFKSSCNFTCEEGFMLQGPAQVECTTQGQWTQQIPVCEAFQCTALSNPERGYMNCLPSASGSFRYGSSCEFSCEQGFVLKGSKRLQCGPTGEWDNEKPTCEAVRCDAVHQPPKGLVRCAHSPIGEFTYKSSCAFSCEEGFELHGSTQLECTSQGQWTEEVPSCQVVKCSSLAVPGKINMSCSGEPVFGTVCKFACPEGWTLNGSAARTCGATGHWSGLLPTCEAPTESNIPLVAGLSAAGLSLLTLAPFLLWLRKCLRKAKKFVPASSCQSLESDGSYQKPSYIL
#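 Test system: HUVEC | Signal: Immunofluorescence imaging | Read-out: Percent E-selectin-positive cells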
# F508del corr – F508del CFTR correction, initial screen, CFBE line, single point; CFBE cells, YFP halide quenching; stimulated with forskolin plus potentiator P3; % fluorescence drop versus neutral controls; activity (quench increase), % at 7.58 µM; actives 0.36% (n = 350,000); AID 720511, 2013;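 active = mean added fluorescence quench of at least 8% versus neutral control, with both replicates also reaching 8%; inconclusive = only one of the mean or replicate conditions met; inactive = mean below 8% and not both replicates reaching 8%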;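 also: cells transiently co-express mutant CFTR-F508del with the halide-sensitive YFP; corrector assay measuring rescue of mutant channel to the surface after 24 h compound exposure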
# RAD52 inh – RAD52 DNA annealing inhibitors, primary screen, biochemical, FRET, single point, set 2. DNA repair protein RAD52 homolog (Homo sapiens), P43351. recombinant RAD52 DNA annealing, FRET fluorescence. actives 0.46% (n = 360,000). inhibition, % at 18.7 µM;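 active = every replicate showing at least 50% inhibition; inconclusive = mean inhibition at least 50% but not in every replicate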
# Target sequence (P43351 whole entry, looked up): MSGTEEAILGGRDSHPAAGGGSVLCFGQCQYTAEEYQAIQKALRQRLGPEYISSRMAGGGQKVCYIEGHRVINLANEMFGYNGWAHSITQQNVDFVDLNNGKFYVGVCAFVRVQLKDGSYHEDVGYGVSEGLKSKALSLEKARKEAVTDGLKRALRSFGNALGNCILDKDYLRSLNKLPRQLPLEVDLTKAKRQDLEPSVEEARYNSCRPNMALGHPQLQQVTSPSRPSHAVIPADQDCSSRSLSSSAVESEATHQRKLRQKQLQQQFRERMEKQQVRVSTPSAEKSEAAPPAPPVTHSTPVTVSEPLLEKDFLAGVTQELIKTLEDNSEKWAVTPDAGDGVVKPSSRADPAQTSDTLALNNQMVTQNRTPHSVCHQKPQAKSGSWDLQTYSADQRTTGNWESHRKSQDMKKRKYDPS
# GSIS activator – GLuc luminescence reporter in INS-1E cells, primary screen for activators of glucose-dependent secretion of insulin; activation, % at 16.6 µM; actives 0.61% (n = 370,000); AID 743287, 2014; INS-1E GLuc reporter insulin secretion, 2-3 h;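 active = lowest replicate activation of at least 40%, so every replicate reaches that level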;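 also: 0% = median of neutral control wells and 100% = median of IBMX positive control wells; some compounds called inactive have numbers as strong as hits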
# DENV2 CPE rescue – inhibitors of DENV2 cytopathic effect, primary screen, cell-based, plate reader, single concentration; DENV2-infected cells, cytopathic effect rescue; CPE inhibition, % at 9.99 µM; actives 1.7% (n = 350,000); in the data active = CPE inhibition above about 20%, passing the limit was not always enough; inconclusive = no clear call, values can overlap the other calls; tested in BHK-21 cells;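 also: 0% = median of neutral control wells and 100% = median of positive control wells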
# Casp6 inh – human caspase-6 inhibitors, primary screen, biochemical, VEID-R110 fluorescence, single point, set 2 | inhibition, % at 12.5 µM | AID 686996, 2013 | purified caspase-6, Z-VEID-R110 cleavage fluorescence | P55212 | actives 0.53% (n = 350,000);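 active = mean inhibition across replicates at least about 35%, with every replicate also reaching that limit, limit read from the data; inconclusive = only one of the two criteria met; inactive = neither criterion met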;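 also: 0% = median of neutral control wells and 100% = no fluorescence left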
# XiGFP reactiv – activators of inactive X chromosome reactivation, primary screen, imaging, XiGFP fibroblasts, GFP high-content imaging, set 2; XiGFP mouse fibroblasts, % GFP-positive cells imaging, 3 d; cells co-treated with 5-aza-dC sensitizer; scaled so ellipticine positive control = 100%; activation, % at 7.58 µM; actives 0.055% (n = 360,000); AID 743238, 2013;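 active = mean normalized replicate activation at least 10% and every replicate at or above 10%; inconclusive = only one of the two criteria met; inactive = mean below 10% and not all replicates reach 10%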;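 also: 0% = median of on-plate neutral control wells and 100% = ellipticine 6 µM median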
#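 Material: XiGFP fibroblasts, SV40-immortalized. Buffer or medium: DMEM plus 5-aza-dC sensitizer. Compound: single concentration per compound, delivered by pin transfer. Times: 3 days compound exposure. Controls: ellipticine 6 µM.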
# Active calls of the source: *; u = inconclusive; x = not tested or not shown. Hits appear at their usual frequency. Share with any hit: about 3.7%.
SMILES,RAD54 branch,E-selectin induc,F508del corr,RAD52 inh,GSIS activator,DENV2 CPE rescue,Casp6 inh,XiGFP reactiv
CCOc1ccc(NC(=O)COC(=O)CC2CC3CCC2C3)cc1 (centres undefined),-8.5,x,-0.3,1.5,-14.0,2.5,4.3,0.1
Cc1onc(-c2c(F)cccc2Cl)c1C(=O)N=C(N)N1CCCC1,6.2,0.0,-0.1,-8.0,-4.8,8.5,-2.1,0.0
CCOC(=O)c1cc(OCC)c2c(ccc3cc(OC)ccc32)n1,4.3,0.1,1.9,-1.9,12.8,11.5,-1.6,0.0
COc1cc2c(cc1OC)C1CC(=O)C(CC(C)C)CN1CC2 (centres undefined),-17.7,x,1.1,-22.2,18.2,3.8,-4.3,0.4
O=C(C[C@@H]1CC[C@@H]2[C@H](COC[C@H](O)CN2Cc2cccc(F)c2)O1)NCC1CCCCC1,-8.6,0.1,0.4,-3.1,-15.3,6.7,-1.8,0.3
Cc1sc2nc(CN3CCC(C)CC3)nc(Cl)c2c1C,x,x,0.9,-11.0,-4.2,-2.5,-1.7,0.0
O=S(=O)(c1ccc(Oc2ccc(F)c(Cl)c2)nc1)N1CCOCC1,-2.1,5.8,3.5,-10.1,-26.9,1.6,-1.5,0.2
Cc1ccc2nc(CCc3nc4ccc(C)cc4[nH]3)[nH]c2c1,-0.7,0.2,-3.5,14.8,-9.5,4.1,1.5,-0.1
O=C(NC1CCCCCC1)c1ccc(=O)n(Cc2ccccc2)n1,-0.2,-0.7,-1.7,-20.4,-15.6,2.3,4.3,0.5
COC(=O)c1ccc(Cn2nnc3c(=O)[nH]c(C4CCCN(S(=O)(=O)c5ccc(C)cc5)C4)nc32)cc1 (centres undefined),-0.1,0.0,1.7,-7.1,26.9,-0.5,2.1,0.1
CCNC(=O)[C@@H]1[C@@H](CO)[C@@H]2Cn3c(ccc(-c4ccncc4)c3=O)[C@H]1N2CC1CC1,-38.8,1.3,-1.0,2.4,7.8,-4.6,2.5,0.2
O=C1c2c([N+](=O)[O-])cc([N+](=O)[O-])cc2S(=O)N1Cc1ccccc1 (centres undefined),2.6,0.0,0.0,-4.3,-3.7,-3.4,8.8,0.3
Cc1onc(-c2c(F)cccc2Cl)c1C(=O)N1CCCC1,5.9,0.1,-2.9,-11.6,21.0,-5.7,1.4,0.0
COc1ccc(N(C(=O)c2cccnc2)S(=O)(=O)c2cc(OC)ccc2OC)cc1,-4.4,0.1,1.9,-19.8,1.9,-9.5,0.6,0.0
CCOCCCN(C(=O)c1snc(C(N)=O)c1N)C(C(=O)NC1CCCC1)c1ccc(F)cc1 (centres undefined),-3.8,x,-0.6,-1.9,-17.2,4.1,-0.4,0.2

# The last 2 compounds of the part before lead into the next:
SMILES,RAD54 branch,E-selectin induc,F508del corr,RAD52 inh,GSIS activator,DENV2 CPE rescue,Casp6 inh,XiGFP reactiv
COc1ccc(N(C(=O)c2cccnc2)S(=O)(=O)c2cc(OC)ccc2OC)cc1,-4.4,0.1,1.9,-19.8,1.9,-9.5,0.6,0.0
CCOCCCN(C(=O)c1snc(C(N)=O)c1N)C(C(=O)NC1CCCC1)c1ccc(F)cc1 (centres undefined),-3.8,x,-0.6,-1.9,-17.2,4.1,-0.4,0.2
CCOC(=O)c1sc(=S)n(-c2ccccc2)c1C,-17.9,x,-1.3,-22.6,4.7,-2.5,0.1,0.0
CN1CCN(C(=O)C[C@@H]2CC[C@H]3[C@@H](COC[C@H](O)CN3CC3CCOCC3)O2)CC1,9.5,-0.1,-2.3,x,21.7,-1.2,x,0.2
Cc1ccc(C(=O)C=CC=Cc2ccccc2)cc1,-1.2,-0.1,0.7,-25.5,12.1,5.5,-0.3,0.1
O=C(NCc1ccc(F)cc1)c1cccc(S(=O)(=O)N2CCOCC2)c1,2.4,-1.0,-5.2,-9.6,5.1,5.6,2.5,-0.6
CCCCc1nnc(NC(=O)CSc2nc(O)c(-c3ccccc3)c(=O)[nH]2)s1,x,-3.9,-1.2,-8.2,1.0,-11.6,0.9,0.0
COc1ccccc1CNC(=O)C1CCCCN1S(=O)(=O)c1ccccc1 (centres undefined),-2.3,x,0.4,-13.0,-10.8,-0.1,1.7,0.0
CC(=O)N(C)C[C@@H]1Oc2cc(C#Cc3ccccn3)ccc2S(=O)(=O)N([C@H](C)CO)C[C@H]1C,4.4,-0.3,-0.4,-20.9,-1.6,7.7,2.8,-1.4
CC(C)(C)c1ccc(C(=O)NCCC(=O)NCc2ccc(F)cc2)cc1,8.7,0.0,4.2,-6.1,12.6,1.5,-2.2,0.0
Cc1ccc(S(=O)(=O)N(C)C[C@@H]2Oc3ncc(C#Cc4ccccc4)cc3C(=O)N([C@H](C)CO)C[C@@H]2C)cc1,-1.3,0.4,1.1,16.4,-4.4,-1.7,0.2,0.6
COc1ccc(Oc2cccc(Cl)c2CNC(=O)c2ccccc2C(=O)O)cc1,-10.4,x,x,-13.5,-23.6,-3.6,-1.8,0.2
CN(CC(=O)Nc1ccc(F)cc1)C(=O)CSc1nccn1C,x,x,2.7,-4.9,7.1,-8.4,7.6,-0.1
Cc1c([N+](=O)[O-])c(C/C=N/O)nn1C,-5.6,0.5,-1.5,-6.4,x,-2.0,-1.3,0.0
CCc1csc(N2[C@H](C#N)[C@@H](c3ccc(-c4cccc(F)c4)cc3)[C@H]2CO)n1,-1.5,1.4,4.4,-36.7,-8.7,8.9,-1.3,-0.1
N#CC1(Nc2cccc(Cl)c2)CCCC1,0.5,0.1,6.0,-5.0,x,-5.2,1.5,0.2
O=C(O)c1ccc(Cl)c(S(=O)(=O)Nc2ccc(OCc3ccccc3)cc2)c1,4.9,x,-0.5,-23.1,27.7,u,16.0,-0.1
CC(C)CN(CC(C)C)C(=O)c1cc(S(=O)(=O)N2CCCCC2)c[nH]1,x,x,0.4,-6.5,-27.2,-9.9,0.2,0.2
COc1cccc(Cn2c(C(C)n3c(-c4cnccn4)nc4ccccc43)nc3ccccc32)c1 (centres undefined),x,-0.1,2.0,-3.0,x,9.6,2.9,0.0
O=C(NC1CCCC1)[C@H]1[C@H](CO)[C@H]2Cn3c(ccc(C4=CCCC4)c3=O)[C@@H]1N2C(=O)c1ccccc1,-5.5,0.4,x,-7.1,4.8,-5.5,4.4,-0.1
COc1ccc(-n2nc(C(N)=O)c(O)cc2=O)cc1,x,x,-1.7,8.6,-0.6,1.1,-1.0,0.0
Cn1c(N)c(C(=O)COc2ccc(Cl)cc2Cl)c(=O)n(C)c1=O,x,1.8,-1.8,-16.9,3.5,-6.1,0.0,0.3
COc1cccc(/C=N/NC(=O)c2ccoc2C)c1,-25.1,2.2,-1.2,-6.5,-4.0,4.5,5.0,0.3
CCCC#Cc1ccc([C@@H]2[C@@H](CO)N3C(=O)CN(C(=O)Nc4ccccc4F)C[C@H]23)cc1,x,1.1,3.5,-23.0,-10.0,0.1,2.1,0.0
CCN(C(=O)CSc1ncccc1C(=O)O)C1CCCCC1,x,x,7.8,-9.6,14.8,-5.5,1.7,0.0
CCOCCCNC(=O)C(NC(=O)Cc1c[nH]c2ccccc12)c1ccccc1 (centres undefined),x,4.2,3.3,-11.5,18.1,-1.9,-2.6,-0.2
CN(CCc1nc2ccc(Cl)cc2[nH]1)Cc1nc(CC2CC2)no1,x,3.5,3.9,6.0,-18.1,-1.7,7.4,0.0
Cc1ccc(S(=O)(=O)NCC[C@@H]2CC[C@@H](NC(=O)Nc3ccccc3F)[C@@H](CO)O2)cc1,-7.0,-0.2,3.8,6.2,6.3,-6.8,2.0,0.3
CCC(=O)N1CCC2(CC1)CN(C(=O)Cc1ccccc1)[C@H](CO)c1c2c2ccc(OC)cc2n1C,x,-0.3,1.8,-4.5,-23.6,4.6,1.5,0.5
COc1cc(SC)ccc1C(=O)NNC(=O)c1cc(C)oc1C,-2.1,9.2,2.0,-5.6,-10.1,-0.4,0.1,0.2
S=C(NCC1COc2ccccc2O1)Nc1ccc(Br)cc1 (centres undefined),-7.7,x,x,-2.0,-5.9,-1.7,-3.8,0.4
Nc1nc(SCC(=O)N2CCOCC2)[nH]c(=O)c1-c1ccccc1,-8.3,x,0.6,1.8,23.5,6.3,-2.9,0.0
O=C(Nc1ccc(F)cc1)N1CC(=O)N2[C@H](C1)[C@H](c1ccc(-c3cccc(F)c3)cc1)[C@@H]2CO,x,0.4,1.1,12.2,-19.0,5.6,1.0,0.0
COc1ccc(CN2CCN(Cc3ccc(C(F)(F)F)cc3)CC2)c(OC)c1,2.9,0.2,0.9,-4.3,-38.0,7.8,-3.4,0.0
COc1ccccc1N1CCN(C(=O)CSc2nc3ccccc3nc2N2CCC(C)CC2)CC1,-1.2,0.6,-1.1,-13.7,-26.1,7.8,-5.4,0.0
Cc1ccc(OC(C)C(=O)N(C)Cc2ccccc2)c([N+](=O)[O-])n1 (centres undefined),-6.1,0.1,0.3,-5.5,23.1,1.1,0.2,0.0
Cc1noc(C)c1S(=O)(=O)N(C)C[C@H]1Oc2ccc(NC(=O)C3CCCCC3)cc2CC(=O)N([C@H](C)CO)C[C@@H]1C,-1.0,0.0,0.7,-13.2,-4.8,u,-0.5,0.1
C/C=C/c1ccc([C@@H]2[C@@H](CO)N3C(=O)CN(C(=O)Nc4ccc(F)cc4)C[C@@H]23)cc1,x,0.2,0.5,12.4,-19.9,-4.9,3.8,0.0
Cc1noc(C)c1S(=O)(=O)Nc1ccc2c(c1)C(=O)N([C@@H](C)CO)C[C@@H](C)[C@H](CN(C)C(=O)Nc1ccc(C(F)(F)F)cc1)OCCCC[C@H](C)O2,0.5,0.0,0.6,-27.4,-12.5,2.6,-1.7,0.0
O=C(COc1ccc(C(=S)N2CCOCC2)cc1Cl)Nc1ccccc1Cl,x,x,-2.9,-1.5,-0.1,1.6,-5.2,-0.4
CCS(=O)(=O)N1CC(=O)N2[C@@H](CO)[C@H](c3ccc(C#CCC(C)C)cc3)[C@@H]2C1,x,-0.1,2.6,-4.3,-3.0,-11.5,1.5,0.0

# 3 of the entries above in order of their number in DENV2 CPE rescue, high to low.
canonical_smiles | F508del corr | RAD52 inh | GSIS activator | DENV2 CPE rescue | Casp6 inh
O=C(Nc1ccc(F)cc1)N1CC(=O)N2[C@H](C1)[C@H](c1ccc(-c3cccc(F)c3)cc1)[C@@H]2CO | 1.1 | 12.2 | -19.0 | 5.6 | 1.0
O=C(COc1ccc(C(=S)N2CCOCC2)cc1Cl)Nc1ccccc1Cl | -2.9 | -1.5 | -0.1 | 1.6 | -5.2
C/C=C/c1ccc([C@@H]2[C@@H](CO)N3C(=O)CN(C(=O)Nc4ccc(F)cc4)C[C@@H]23)cc1 | 0.5 | 12.4 | -19.9 | -4.9 | 3.8
